# Pol kappa inh: inhibitors of human DNA polymerase kappa. Q9UBT6. purified Pol kappa, fluorescent DNA synthesis assay, 10 min. Potency, µM (highest dose often 107 µM), inactives show at the top dose activity, negative = inhibition, usual class: inhibitors. 400,000 tested, 0.53% active. AID 588579; also: potency is read from the fitted curve at half-maximal effect; % is scaled to controls: 0 for no effect and ±100 for the full control effect
#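 Enzyme at 10 nM met test compounds for 15 min at room temperature. Substrate addition (50 nM final) began the reaction, which was monitored by fluorescence at 0 and 10 min.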
# Pol beta inh: inhibitors of human DNA polymerase beta; AID 485314; Pol beta primer extension/strand displacement, fluorescence kinetic; 340,000 tested, 1.3% active; Potency, µM (top dose mostly 114 µM), inactives show top-dose activity change, negative = inhibition, hits mostly inhibitors; also: potency is read from the fitted curve at half-maximal effect; % is scaled to controls: 0 for no effect and ±100 for the full control effect
#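 Preincubation: enzyme (10 nM) with compound, 15 min, RT. Reaction: substrate added to 50 nM final. Reads: 0 and 10 min. Analysis: normalized, Hill fit.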
# POLI inh: inhibitors of human DNA polymerase iota; Potency, µM (doses to about 115 µM), inactives show at the top dose activity, negative = inhibition, actives largely listed as inhibitors; AID 588590; Pol iota fluorescent replication assay, 10 min; 390,000 tested, 1% active; also: potency is read from the fitted curve at half-maximal effect
#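 Pol iota at 10 nM preincubated 15 min with compounds at room temperature; reaction started with fluorescent substrate, 50 nM final. Fluorescence read kinetically at 0 and 10 min; buffer-only wells as negative control.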
# Pol eta inh: inhibitors of human DNA polymerase eta; recombinant Pol eta, fluorescent DNA replication assay; AID 588591; 390,000 tested, 1.2% active; Potency, µM (highest dose often 114 µM), without a hit: top-dose activity change, negative = inhibition, most hits filed as inhibitors; also: potency is read from the fitted curve at half-maximal effect; % is scaled to controls: 0 for no effect and ±100 for the full control effect
# Target sequence (Q9Y253 whole entry, looked up): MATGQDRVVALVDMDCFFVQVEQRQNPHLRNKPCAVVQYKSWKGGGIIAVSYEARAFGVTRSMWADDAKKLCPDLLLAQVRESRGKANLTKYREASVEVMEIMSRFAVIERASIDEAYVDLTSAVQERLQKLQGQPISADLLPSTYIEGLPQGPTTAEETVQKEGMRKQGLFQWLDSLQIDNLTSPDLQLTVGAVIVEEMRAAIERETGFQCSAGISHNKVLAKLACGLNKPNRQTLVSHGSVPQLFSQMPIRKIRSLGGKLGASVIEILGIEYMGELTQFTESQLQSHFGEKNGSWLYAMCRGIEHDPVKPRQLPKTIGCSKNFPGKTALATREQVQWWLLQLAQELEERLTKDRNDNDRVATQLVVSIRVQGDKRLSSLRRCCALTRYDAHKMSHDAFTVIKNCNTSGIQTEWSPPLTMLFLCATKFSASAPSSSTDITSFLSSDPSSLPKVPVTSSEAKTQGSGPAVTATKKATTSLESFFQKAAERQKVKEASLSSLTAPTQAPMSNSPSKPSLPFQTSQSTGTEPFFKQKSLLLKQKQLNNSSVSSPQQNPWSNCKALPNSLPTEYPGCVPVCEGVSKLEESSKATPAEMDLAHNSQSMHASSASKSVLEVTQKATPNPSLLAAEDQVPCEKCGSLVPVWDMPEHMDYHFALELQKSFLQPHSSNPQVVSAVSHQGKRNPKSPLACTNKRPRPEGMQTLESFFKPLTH
#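 Pol eta at 10 nM preincubated with compounds 15 min at room temperature; reaction started with fluorescent substrate (50 nM final) and read kinetically at 0 and 10 min.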
# APEX1 inh: blocks human APE1 abasic DNA cleavage; recombinant APE1, TAMRA/BHQ-2 abasic DNA cleavage fluorescence; 350,000 tested, 0.35% active; P27695; Potency, µM (titrated, usually from 65.8 µM), without a hit: at the highest dose activity change, negative = inhibition, actives largely listed as inhibitors; AID 2517;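 also: potency is read from the fitted curve at half-maximal effect; plate controls were vehicle for no effect and reference inhibitor for full effect; nearly all actives have a fitted effect of over 55% in size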
# Target sequence (P27695 whole entry, looked up): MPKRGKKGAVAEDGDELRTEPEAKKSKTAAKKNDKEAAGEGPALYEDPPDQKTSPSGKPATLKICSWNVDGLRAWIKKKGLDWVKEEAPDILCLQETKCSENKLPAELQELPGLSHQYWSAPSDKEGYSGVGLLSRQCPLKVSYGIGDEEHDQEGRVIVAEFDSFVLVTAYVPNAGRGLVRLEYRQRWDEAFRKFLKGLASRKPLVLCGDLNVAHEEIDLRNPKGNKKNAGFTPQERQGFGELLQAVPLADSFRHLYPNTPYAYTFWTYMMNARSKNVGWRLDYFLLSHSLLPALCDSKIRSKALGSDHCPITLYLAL
#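 Enzyme (0.75 nM final) and test compound are incubated 15 min at room temperature before adding 50 nM quenched THF abasic-site duplex. Cleavage dequenches TAMRA, followed at 525/598 nm over three reads one minute apart.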
# PGK inhibitor: inhibitors of T. brucei phosphoglycerate kinase; 380,000 tested, 0.043% active; Potency, µM (series often up to 57.5 µM), for inactives: top-dose activity change, negative = inhibition, hits mostly inhibitors; PGK/GAPDH coupled, Kinase-Glo luminescence, 60 min; also: potency is read from the fitted curve at half-maximal effect; % is scaled to controls: 0 for no effect and ±100 for the full control effect; nearly all actives have a fitted effect of over 60% in size
#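 Luminescent ATP detection (Kinase-Glo Plus) follows a 60-minute room-temperature incubation, with wells lacking PGK as controls. Buffer: 100 mM TEA (pH 7.6), 5 mM MgCl2, 0.01% Tween-20. Coupling enzyme GAPDH (100 nM final) supplies unstable 1,3-BPG in-well.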
# BLM helicase inh: blocks DNA unwinding by human BLM helicase. AID 2528. P54132. Potency, µM (series often up to 56.1 µM), inactives show at the highest dose activity change, negative = inhibition, usual class: inhibitors. 350,000 tested, 0.2% active. recombinant BLM DNA unwinding, fluorescence dequenching;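 also: potency is read from the fitted curve at half-maximal effect; plate controls were vehicle for no effect and no enzyme for full effect; nearly all actives have a fitted effect of over 35% in size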
# Anesthetic bind: candidate novel general anesthetic via apoferritin binding. P02791. apoferritin/1-aminoanthracene competitive binding, fluorescence. Potency, µM (doses to about 77.5 µM), for inactives: at the highest dose activity change, negative = displacement, actives largely listed as inhibitors. 350,000 tested, 0.074% active. AID 485281; also: potency is read from the fitted curve at half-maximal effect; % is scaled to controls: 0 for no effect and ±100 for the full control effect; nearly all actives have a fitted effect of over 20% in size
#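 Steps: apoferritin (10 uM) was premixed with half-saturated 1-AMA in PBS, compounds were pin-transferred, plates stood 10 min at room temperature, fluorescence was read at 380/535 nm, and curves were fitted with a Hill equation.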
# RXFP1 antagonist: RXFP1 (human) relaxin receptor antagonism. Q9HBX9. HEK293-RXFP1, relaxin-stimulated cAMP HTRF, 30 min; hits give low values. activity change, negative = inhibition, % at 57.5 µM. 350,000 tested, 0.59% active;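 active = activity change of -60% or lower, but not beyond a set lower limit; inconclusive = change between -60% and -40%, or beyond the set limit; inactive = change above -40%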; also: % is scaled to controls: 0 for no effect and ±100 for the full control effect
# The depositor's hits bear a star; i = inactive; ? = inconclusive; · = not tested or not shown; & = joins results of further samples; [ ] = remark or other dose. Unless noted, calls follow the shape of the dose curve; as a rule, active = well fitted curve in the direction sought with a large enough effect; inconclusive = small, poorly fitted or top-dose-only effect, or another doubt; inactive = no such curve, though single readings can be large; an effect the other way counts as inactive or inconclusive. An excerpt; count on the stated rates, not on these rows.
SMILES,Pol kappa inh,Pol beta inh,POLI inh,Pol eta inh,APEX1 inh,PGK inhibitor,BLM helicase inh,Anesthetic bind,RXFP1 antagonist
O=C(NCC1(c2ccccc2)CCCC1)C(=O)N1CCOCC1,-5%,41%,5%,-7%,-1%,0%,0%,-12%,-7
CCC(=O)Nc1ccc(C(=O)NNC(=O)c2cccc(C)c2)cc1,-1%,34%,-6%,-2%,-3%,·,-2%,-4%,8
O=C(CCN1C(=O)/C(=C/c2ccc3c(c2)OCO3)SC1=S)Nc1ccccc1,-10%,-12%,18%,-15%,-1%,i,2%,-2%,4
CCOc1ccc(Cl)cc1CSc1n[nH]c(CC)n1,4%,19%,-12%,-6%,2%,-10%,-5%,-11%,-4
COc1ccccc1NS(=O)(=O)c1cc(NC(=O)Nc2ccc(Cl)cc2Cl)ccc1N1CCCCC1,5%,8%,26%,-20%,-5%,-1%,-9%,0%,-21
CCCn1c(SCC(=O)NCCc2ccccc2)nnc1C(C)C,1%,19%,28%,0%,-1%,0%,0%,-2%,-2
C=CCOc1c(Br)cc(CNc2ccc(NC(=O)C(C)C)c(OC)c2)cc1OC,-15%,21%,-6%,-13%,-1%,-2%,-12%,?,10
COc1cccc(C(=O)c2cn(CC(=O)Nc3cccc(C(F)(F)F)c3)c3nc(C)ccc3c2=O)c1,-3%,-10%,-13%,-10%,·,-5%,-9%,?,-2
COc1ccc(N/N=C(/C#N)S(=O)(=O)C(C)(C)C)cc1,3%,4%,19%,-23%,-3%,i,0%,-19%,-6
Cc1cccc(OCCSc2nncn2C)c1,-6%,17%,200%[activator],-19%,7%,-4%,-3%,-11%,-13
O=S(=O)(c1ccc2c(c1)OCCO2)N1CCN(S(=O)(=O)c2ccccn2)CC1,-3%,·,-25%,-17%,-4%,-5%,·,·,·
CC(C)Oc1ccc(CCNC(=O)C2CCC(=O)N(C3CCCCCC3)C2)cc1 (stereo not given),7%,31%,22%,-12%,41%,-6%,0%,3%,-5
COCCCNC(=O)COc1ccc2oc3c(c2c1)CCCC3,-4%,?,48%[activator],-13%,30%,4%,-5%,7%,1
COC(=O)[C@]1(C)N[C@H](CN(C)C(=O)Nc2ccc(F)cc2)[C@@H]2C(=O)N(C)C(=O)[C@@H]21,-10%,·,-2%,-2%,22%,-2%,·,·,·
COc1cccc(NC(=S)N2CCN(c3ccc([N+](=O)[O-])cc3)CC2)c1,2%,?,32%[activator],-18%,-2%,i,-4%,-11%,-12
COc1cccc(Cn2c(SCc3ccc(C(=O)N4CCC(C)CC4)cc3)nc3ccncc32)c1,-13%,1%,-9%,-13%,·,i,-1%,72%[activator],1
COc1ccc(CCNC(=O)CSc2ccc(NC(C)=O)cc2)cc1OC,-8%,49%,55%[activator],-17%,10%,-8%,-1%,3%,-7
Cc1ccccc1CCN(CC(=O)NC1CCCCC1)C(=O)c1csnn1,1%,1%,88%[activator],-1%,-2%,-3%,3%,?,1
COCc1ccc(CN2CCCC(C(=O)Nc3ccc(-c4cscn4)cc3)C2)o1 (stereo not given),-5%,28%,14%,-12%,-10%,-6%,0%,-9%,2
CCC(=O)Nc1nc(OC)cc(OC)n1,-5%,3%,-4%,-12%,1%,-7%,1%,4%,11
CCn1nc(NC(=O)CC(C)C)c2cc3cccc(C)c3nc21,-22%,4%,63%[activator],2%,70%[activator],-2%,2%,21%,5
CC1CCN(S(=O)(=O)c2ccc(NC(=O)Cn3nnc(-c4ccccc4F)n3)cc2)CC1,?,16µM*,50µM*,?,-2%,-4%,-13%,-16%,-3
COC(=O)C(O)(CC(=O)c1ccc(OC)cc1)C(F)(F)F (stereo not given),-4%,-8%,15%,-2%,-1%,0%,0%,-9%,-5
CCn1c(CNc2ccc(C)cc2)nnc1SCC(=O)NCc1ccccc1,-7%,12%,-5%,-11%,1%,-7%,-9%,-2%,2
CCN(CC)c1ccc(C(=O)NN)cc1,-7%,5%,147%[activator],-22%,-1%,-1%,-6%,42%[activator],-1
O=S(=O)(c1cccc(Cl)c1)c1nnn2c1nc(NC1CCCC1)c1sccc12,2%,38%,6%,-5%,·,i,0%,-19%,-14
CCOc1ccccc1CNC(=O)Cn1ccc2cc(S(=O)(=O)N3CCCCCC3)ccc21,-7%,?,6%,-8%,22%,i,-5%,39%[activator],15
O=C(CN1C(=O)NC2(CCCc3ccccc32)C1=O)N1CCc2ccccc2C1 (stereo not given),-5%,-18%,-5%,-5%,1%,-9%,-2%,-2%,-9
CCn1c(=S)sc2c(=O)n(-c3ccccc3)c(=S)[nH]c21,8%,-11%,3%,-20%,-8%,4%,-5%,-5%,-4
CCCCn1c(SCC(=O)N(C)C2CCS(=O)(=O)C2)nc2cc(S(N)(=O)=O)ccc21 (stereo not given),-3%,1%,-9%,-2%,4%,3%,-1%,1%,-2
CCN(CC)CCNc1ccnc2cc(Cl)ccc12,1%,11%,-2%,-1%,10%,-6%,50%[activator],5%,1
O=C(Nc1nnc(C2CC2)s1)c1cc([N+](=O)[O-])ccc1N1CCCCC1,-11%,-17%,-8%,?,0%,-2%,-9%,?,-6
COc1ccc(C(=O)OCc2nc(N)nc(Nc3ccccc3C)n2)cc1OC,8%,3%,19%,-7%,-3%,-2%,-6%,-8%,7
CC(C)C(=O)Nc1ccc(C(=O)Nc2nnc(C(C)C)s2)cc1,6%,76%,52%[activator],-14%,-5%,1%,0%,-4%,-10
CC(C)(C)c1ccc(Oc2ccc(N)cc2)cc1,6%,5%,23%,-28%,6%,-4%,-6%,-12%,·
O=C(NCC(c1ccco1)N1CCOCC1)c1ccccc1 (stereo not given),-4%,·,-15%,-22%,-4%,-4%,·,·,-9
O=C(Nc1ccccc1)NC1(C(=O)NCCCN2CCOCC2)CCCCC1,8%,9%,-4%,-7%,1%,-9%,2%,-18%,-11
COc1ccc(OCc2ccc(-c3nc(C#N)c(N4CCN(C)CC4)o3)o2)cc1,2%,16%,-1%,-5%,·,-5%,-7%,-8%,1
O=C1CC(Nc2ccc(N3CCOCC3)cc2)C(=O)N1c1ccccc1 (stereo not given),-12%,-18%,-17%,-7%,0%,·,1%,-12%,21
CCN(CC)S(=O)(=O)c1ccc(-n2cnnn2)c(C)c1,-2%,1%,21%,-18%,1%,0%,-1%,?,-17
CC1Cc2ccccc2N1C(=O)CSc1ncccc1C(=O)O (stereo not given),2%,8%,16%,-8%,0%,-3%,-3%,?,-17
CCCC[C@@H](CN[C@H](C)CNC)NCC1CCC(C(C)(C)C)CC1 (stereo not given in full),-16%,18%,-12%,-4%,6%,-12%,-7%,-18%,·
Cc1cc(N2CCN(C)CC2)nc2ccc(NC(=O)Nc3ccccc3Cl)cc12,-17%,3%,-4%,-8%,·,0%,-9%,55%[activator],4
CCc1ccc2[nH]c(C(=O)Nc3ccc(Br)c(C)n3)cc2c1,11%,-2%,15%,-3%,14%,-5%,-1%,2%,-3
COc1ccc(CNC(=S)Nc2ccccc2)cc1Cl,-26%,0%,?,-12%,4%,4%,-6%,-1%,10
CCCCCN1C(C(=O)c2ccccc2)=C(NC(=O)c2ccc(C)cc2)c2ccccc2S1(=O)=O,-13%,-30%,-4%,-5%,·,i,-9%,94%[activator],-4
O=C(NCc1ccccc1)N1CCOc2ccccc21,-5%[60.1 µM],23%,?,-8%,-4%,-8%,-2%,-1%,3
NS(=O)(=O)c1ccc(NC(=O)/C=C/c2ccc(S(=O)(=O)NCc3ccco3)cc2)cc1,-14%,2%,3%,-7%,74%[activator],-7%,-4%,-12%,6

# Fetched by compound from the entries so far (two):
SMILES,Pol kappa inh,Pol beta inh,POLI inh,Pol eta inh,APEX1 inh,PGK inhibitor,BLM helicase inh,Anesthetic bind,RXFP1 antagonist
Cc1cc(N2CCN(C)CC2)nc2ccc(NC(=O)Nc3ccccc3Cl)cc12,-17%,3%,-4%,-8%,·,0%,-9%,55%[activator],4
O=C(Nc1ccccc1)NC1(C(=O)NCCCN2CCOCC2)CCCCC1,8%,9%,-4%,-7%,1%,-9%,2%,-18%,-11

# (further entries)
SMILES,Pol kappa inh,Pol beta inh,POLI inh,Pol eta inh,APEX1 inh,PGK inhibitor,BLM helicase inh,Anesthetic bind,RXFP1 antagonist
Cc1ccc(Oc2ccc(NS(=O)(=O)c3cccc(C(=O)O)c3)cc2)cc1,0%,·,?,-4%,26%,2%,·,·,-4
Nc1ccc2nc(-c3cccc(-c4nc5ccc(N)cc5[nH]4)n3)[nH]c2c1,56µM*,25µM*,14µM*,20µM*,-90%,0%,14µM*,-11%,-2
CCCCNC(=S)Nc1ccc(F)cc1,-17%,-7%,122%[activator],4%,-1%,6%,-6%,-2%,1
Cc1ccc(NCc2n[nH]c(=S)n2-c2ccccc2)cc1,4%,0%,14%,-14%,?,-2%,1%,-6%,-13
CN(CC(=O)Nc1ccc(OC(F)(F)F)cc1)C(=O)C1CCC1,-3%,·,26%,-1%,4%,-2%,·,·,3
CCOC(=O)c1c(C(F)(F)C(F)(F)C(F)(F)C(F)(F)F)n[nH]c1C,-19%,?,?,-10%,?,i,-17%,?,8
CC(C)OCCCNC(=O)c1cccc(NC(=O)c2ccccc2)c1,-6%,-18%,16%,-7%,0%,-1%,-1%,-7%,·
O=S(=O)(NC1CC2CCC1C2)c1ccc(Br)cc1 (stereo not given),-5%,8%,54%[activator],-21%,19%,-8%,-2%,-17%,-31
COc1ccc(NC(=O)CCCC(=O)c2ccccc2)c(OC)c1,-1%,10%,-27%,-8%,-13%,·,-2%,1%,-5
CCOC(=O)CCn1nc(-c2ccc(C)cc2)c2ccccc2c1=O,-8%&-5%,18%&-4%,49%&43%[activator],-14%&-11%,12%,-2%&5%,-2%&-2%,?,-14&-21
O=C(O)c1ccccc1C(=O)N(Cc1ccccc1)Cc1ccccc1,-6%,5%,8%,-9%,0%,2%,-3%,-12%,6

# Source: PubChem BioAssay (National Center for Advancing Translational Sciences (NCATS))
